Glyco luc inh = blocks N-linked glycosylation in D54 reporter cells; D54 ERlucT glycosylation luciferase reporter, 24 h; percent of 100 nM tunicamycin response; reporter increase, % at 12.5 µM; actives 0.23% (n = 360,000); AID 588692;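 active means mean luciferase reporter signal, scaled so untreated is 0 and the glycosylation-blocking control 100, at or above a set limit in every replicate; inconclusive means mean reaches the limit but not every replicate does; inactive means mean below the limit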;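 further: luciferase carries N-glycosylation sites so blocking glycosylation raises the light; 0% = median of neutral control wells and 100% = median of 100 nM tunicamycin wells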
H9c2 protect = protects H9c2 cardiomyocytes from peroxide injury; H2O2 injury protection, ATPLite, 2 h; protection from H2O2 cell death, % at 20 µM; actives 0.63% (n = 360,000); AID 588492;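 active means compounds giving at least 50% protection of heart cells from peroxide-induced death in the single-dose screen, raw or plate-pattern-corrected value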;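 further: 0% = DMSO wells with peroxide and 100% = DMSO wells without peroxide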
m5-HT2A agonist = activates the mouse 5-HT2A serotonin receptor; activation, % at 7.6 µM; CHO-K1 mHTR2A beta-arrestin complementation, luminescence; percent of 30 µM serotonin response; actives 0.66% (n = 360,000); AID 624169; P35363;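 active means activation above a run cutoff, the mean activation of all tested compounds plus 3 SD, cut at about 14% in these data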;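 further: 0% = plate median of compound wells and 100% = 30 µM serotonin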
MC4R antagonist = human MC4R antagonism in cAMP assay; P32245; MC4R-expressing cells, MTII-stimulated cAMP, LANCE TR-FRET; inhibition, % at 6.5 µM; actives 0.48% (n = 360,000);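 active means inhibition above its plate's cutoff, the mean of tested wells on that plate plus 3 SD, cut at about 29% in these data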;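 further: 0% = Melanotan II alone and 100% = Melanotan II plus saturating MCL0020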
Target sequence (P32245 whole entry, looked up): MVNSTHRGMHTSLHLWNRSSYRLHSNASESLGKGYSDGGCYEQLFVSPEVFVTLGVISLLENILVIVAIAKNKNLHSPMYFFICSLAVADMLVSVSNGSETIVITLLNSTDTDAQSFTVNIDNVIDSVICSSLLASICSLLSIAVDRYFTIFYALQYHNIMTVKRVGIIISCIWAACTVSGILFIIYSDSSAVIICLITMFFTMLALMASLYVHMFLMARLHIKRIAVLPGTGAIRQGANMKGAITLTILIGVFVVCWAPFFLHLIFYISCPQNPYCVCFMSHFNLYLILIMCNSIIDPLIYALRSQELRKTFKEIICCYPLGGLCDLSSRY
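Material: human MC4R-expressing U2OS cells. Probe or stimulus: Melanotan II challenge. Dosing: 6.5 µM single dose. Times: 30-min compound, 1-h challenge, 1-h detection, room temperature. Technique: TR-FRET with Eu-cAMP and labeled anti-cAMP, 671 nm. Replication: singlicate.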
ABCB6 inh MLPCN = inhibitors of human ABC transporter ABCB6 | Q9NP58 | K562-ABCB6 porphyrin accumulation, flow cytometry, 1 h; active compounds read low | fluorescence ratio to DMSO, % at 10 µM | actives 0.19% (n = 360,000) | AID 602162;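 active means fluorescence ratio to DMSO below 75%, the collection mean minus 3 SD; inconclusive means too few cells collected in the well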;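 further: signal is porphyrin accumulated inside mitochondria; 100% equals median channel fluorescence of DMSO control wells; lower ratio means ABCB6 inhibition with less porphyrin fluorescence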
MC4R barr agon = activates human MC4R beta-arrestin recruitment. P32245. U2OS MC4R beta-arrestin complementation, luminescence; percent of melanotan II response, DMSO zero. activation, % at 8.9 µM. actives 0.98% (n = 360,000);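 active means activation above a per-plate cutoff, the mean activation of sample wells on that plate plus 3 SD, cut at about 8% in these data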
PDI inh = inhibitors of human protein disulfide isomerase. inhibition, % at 10 µM. actives 0.052% (n = 350,000). P07237. PDI insulin aggregation turbidity, A650, 90 min;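 active means mean inhibition across replicates of 30% or more, whatever share of single replicates reach that level; inconclusive means mean inhibition below 30% while every single replicate reaches 30%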;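 further: absorbance from insulin aggregation driven by PDI reduction with DTT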
Target sequence (P07237 whole entry, looked up): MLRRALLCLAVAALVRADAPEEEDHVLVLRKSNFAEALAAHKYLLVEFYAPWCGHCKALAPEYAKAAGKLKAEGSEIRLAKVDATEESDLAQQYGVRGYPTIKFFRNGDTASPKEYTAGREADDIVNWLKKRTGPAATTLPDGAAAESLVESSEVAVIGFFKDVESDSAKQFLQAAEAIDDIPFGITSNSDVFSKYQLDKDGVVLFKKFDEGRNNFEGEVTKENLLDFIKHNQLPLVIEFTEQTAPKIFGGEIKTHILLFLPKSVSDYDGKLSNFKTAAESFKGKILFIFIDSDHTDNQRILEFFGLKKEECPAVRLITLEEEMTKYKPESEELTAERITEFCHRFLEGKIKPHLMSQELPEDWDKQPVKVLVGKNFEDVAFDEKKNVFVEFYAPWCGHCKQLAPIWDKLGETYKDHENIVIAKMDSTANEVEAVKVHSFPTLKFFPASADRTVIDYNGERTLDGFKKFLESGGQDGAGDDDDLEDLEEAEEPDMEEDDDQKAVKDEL
aDG glyco act = increases alpha dystroglycan glycosylation; Pro5-aDG cells, alpha-DG glycosylation AlphaScreen (IIH6); 0% Pro5, 100% B10-LARGE cell signal; activation, % at 10 µM; actives 0.22% (n = 360,000); AID 624168;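 active means activation of at least 8% versus controls, or a plate z-score of at least 8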;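 further: Pro5 are CHO cells carrying HIG-tagged alpha-DG that lacks glycosylation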
Vif imaging = HIV Vif inhibition. actives 0.35% (n = 340,000). inhibition, % at 7.49 µM. HEK293T cells, Vif self-association by quenched fluorescence, imaging, 24 h; in the data active means inhibition above about 50%, passing the limit was not always enough; inconclusive means no clear call, values can overlap the other calls; inactive means below about 31%; further: some results filed as inactive read as strong as hits
CaV13 ICDI inh = Disruptors of the CACNA1D IQ motif to Ca2+-dependent inactivation inhibitor domain association, primary screening, Förster resonance energy transfer in intact living …; HEK cells, CFP/YFP FRET ICDI-IQ, plate reader, 10 min; percent FRET-ratio fall versus neutral wells; inhibition, % at 12.3 µM; actives 0.098% (n = 340,000);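 active means mean replicate inhibition of at least 30% and at least 1% of replicates passing that level; inconclusive means only one of the two criteria is met; inactive means neither criterion is met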;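 further: 0% = median of the neutral control wells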
An asterisk follows results filed as active; ? = inconclusive; · = not tested or not shown.

SMILES | Glyco luc inh | H9c2 protect | m5-HT2A agonist | MC4R antagonist | ABCB6 inh MLPCN | MC4R barr agon | PDI inh | aDG glyco act | Vif imaging | CaV13 ICDI inh
O=C(NN1C(=O)/C(=C/C=C/c2ccco2)SC1=S)c1ccncc1 | 0 | 4 | 3 | -2 | 103 | -3.2 | 0 | 0.0 | 0 | -4
Fc1cccc2sc(Nc3nnc(-c4ccco4)o3)nc12 | 0 | -18 | -5 | 1 | 97 | -5.3 | 3 | 0.0 | -6 | ·
CCc1noc(C)c1C(=O)N1CCC(CCC(=O)Nc2cccc(OC)c2)CC1 | 1 | -1 | -7 | 2 | 96 | -0.8 | 5 | 0.1 | -15 | -3
COc1ccc2c(c1)C=CC1(O2)N(CCO)c2ccccc2C1(C)C (stereo unspecified) | -3 | -16 | -3 | 16 | 109 | 0.6 | 4 | 0.5 | -5 | ·
Cc1ccc(Cl)cc1N1CCN(C(=O)COc2ccc3c(c2)CCC3)CC1 | -2 | -15 | -5 | 1 | 97 | -2.1 | 25 | 0.6 | 1 | -5
CCc1ccc(CN(C(=O)COc2c(C)cccc2C)C2CCS(=O)(=O)C2)cc1 (stereo unspecified) | 0 | -3 | 3 | 7 | 103 | -1.1 | -8 | 0.0 | 1 | -7
O=c1cc(-c2ccc(Cl)cc2)nc(N2CCN(c3ccccc3)CC2)[nH]1 | -2 | 6 | -3 | 10 | 97 | -1.0 | 5 | -0.3 | -3 | -2
Cc1ccc(-n2ncc3c(=O)n(CC(N)=O)cnc32)cc1 | 2 | 2 | -7 | 6 | 100 | -2.2 | -5 | 0.0 | 17 | -2
CCN(CC(=O)Nc1ccc(OC)cc1)C(=O)CSCc1c(C)noc1C | -2 | -3 | 3 | 5 | 112 | -1.0 | -8 | 0.0 | ? | -2
COc1ccccc1NC(=O)Nc1ccc(Cl)c(S(=O)(=O)Nc2ccccc2OC)c1 | -2 | 5 | -8 | 4 | 98 | 1.2 | 1 | -0.1 | · | -2
CC(C)(C)c1ccc2c(c1)C(c1ccc3c(c1)OCO3)CC(=O)O2 (stereo unspecified) | 3 | 1 | 0 | 12 | 101 | -0.3 | -4 | -0.1 | -2 | -6
O=C(Cn1c(=O)sc2ccccc21)NCCOc1ccccc1F | -2 | -1 | -4 | 2 | 90 | -0.9 | -1 | -0.1 | -4 | -3
CCCCNC(=O)C(=O)Nc1cc2c3c(c1)CCC(=O)N3CCC2 | 2 | 3 | 15* | -4 | 103 | -1.0 | -3 | -0.1 | 10 | -3
Cc1ccc(NC(=O)C(C)OC(=O)c2ccc(NS(=O)(=O)c3ccc(F)c(F)c3)cc2)cc1 (stereo unspecified) | -5 | -8 | 1 | 9 | 97 | -2.8 | -2 | 0.0 | 2 | -5
O=C1NC2(CCCCC2)C(=O)N1Cc1cccc(C(F)(F)F)c1 | 0 | 1 | -2 | 20 | 98 | 1.9 | 1 | 0.4 | -10 | -5
Cc1cc(NC(=O)CSc2nc3c(cc2C#N)CCCC3)no1 | -10 | -11 | 0 | 8 | 89 | 0.5 | 9 | 0.2 | · | -5
COc1ccc(C2c3sc(=O)[nH]c3SC3C4CCC(C4)C23)cc1 (stereo unspecified) | -2 | -6 | -1 | 12 | 104 | -1.4 | 4 | -0.1 | -8 | ·
CC(=O)C1C(=O)CC(C)(O)C(C(C)=O)C1c1ccc(N(C)C)cc1 (stereo unspecified) | 2 | 4 | -3 | 0 | 95 | 1.0 | 3 | 0.0 | -11 | -3
COc1cccc(CNC(=O)CCc2nnc(C3CCCCC3)o2)c1 | 3 | 3 | -2 | 1 | 104 | 0.2 | -4 | -0.4 | -3 | -1
COc1cccc(C2C(C(C)=O)=C(C)Nc3ncnn32)c1 (stereo unspecified) | 0 | 6 | 0 | 1 | 101 | -1.0 | -2 | -0.1 | 0 | ·
Cn1c(CCN2CCCCCC2)nc2cc(NC(=O)Nc3ccccc3)ccc21 | -6 | -4 | -4 | -2 | 92 | -1.8 | 8 | 0.5 | 1 | -6
O=C(CCc1nnc(CCc2ccccc2)o1)NC(c1cccnc1)C(F)(F)F (stereo unspecified) | 1 | 3 | 4 | 5 | 105 | 2.8 | 1 | 0.0 | 2 | 1
CN1C(=O)c2ccc(N3CCCC3)cc2C1=O | 2 | 1 | 6 | 12 | 101 | 0.3 | 5 | 0.1 | · | -9
COc1ccccc1OCC(=O)OCc1cc(-c2ccco2)on1 | 1 | -2 | -2 | 12 | 100 | -0.9 | -7 | -0.6 | 6 | -3
N#Cc1c(SCC(=O)N2CCOCC2)nsc1SCC(=O)N1CCOCC1 | 1 | 1 | -4 | 2 | 88 | -1.2 | 8 | 0.0 | -10 | -4
O=C(NC1CCCC1)c1ccc(CS(=O)(=O)Cc2ccccc2F)o1 | -1 | 1 | 2 | 7 | 101 | -3.7 | -1 | 0.0 | -2 | -4
CC(C)N(CCn1c(=S)[nH]c2ccccc2c1=O)C(C)C | 2 | 3 | -2 | -2 | 93 | -0.5 | -7 | -0.3 | · | -1
COc1ccc(C2OC(=O)CC2C(=O)NC2CCCCCC2)cc1OC (stereo unspecified) | 3 | 6 | -1 | 12 | 111 | 0.6 | -5 | -0.2 | -6 | -9
COc1ccc(-c2cnnc(N/N=C/c3c(C)nn(-c4ccccc4)c3Cl)n2)cc1 | -6 | 5 | 4 | -2 | 100 | 1.0 | 0 | -0.6 | 5 | -3
CCc1nc2ccc(C(=O)NCCNC(C)=O)cn2c1N(CCC(C)C)CCN(C)C | 3 | 13 | -1 | 8 | 95 | -0.2 | 4 | 0.1 | 6 | -10
O=C(Cn1nc(-c2ccccc2)c2ccccc2c1=O)Nc1ccc2c(c1)nc1n2CCOC1 | -1 | 4 | -3 | -4 | 96 | -1.2 | -2 | -0.2 | 4 | -5
CCCCCn1c(SCC(=O)OCC)nc2cc(C(=O)NCc3ccco3)ccc2c1=O | 1 | 4 | -1 | 12 | 93 | 13* | 11 | 0.3 | -4 | -7
O=c1cccccc1NN=C1CCCCCC1 | 2 | -1 | -2 | 12 | 91 | -2.1 | -4 | -0.1 | -11 | -4
CCN1CCN(c2ccc(S(=O)(=O)N3CCOCC3)cc2NC(=O)c2sccc2C)CC1 | -2 | 1 | -1 | -1 | 95 | -1.4 | 1 | -0.1 | 29 | -15
Cc1ccc2nc(NC(=O)CSc3nc4ccccc4o3)sc2c1 | 1 | -4 | 3 | 16 | 99 | 4.8 | 6 | -0.1 | -12 | ·
CCOc1ccc(N2CC(C(=O)Nc3ccccc3OC)CC2=O)cc1 (stereo unspecified) | -7 | 0 | 4 | 4 | 88 | -1.2 | · | 1.4 | 10 | 3
Cc1ccc(NC(=O)/C(=C\c2ccc([N+](=O)[O-])cc2)NC(=O)c2ccccc2)cc1 | -1 | -3 | 2 | 0 | 88 | 0.2 | -1 | -0.1 | 1 | -6
OC[C@@H]1CN(Cc2cccnc2)C[C@H](n2cnc3c(NC4CCCC4)ncnc32)O1 | 1 | 18 | 8 | 2 | 90 | -1.2 | 0 | -0.2 | -4 | -9
CC(C)c1ccc(OCC(=O)NN2C(=O)c3ccccc3C2=O)c(Br)c1 | -1 | -3 | -2 | 3 | 98 | -0.6 | 5 | -0.1 | -2 | 0
CCN(CC)CCN(C(=O)c1ccc2c(c1)CCCC2)c1nc2ccc(OC)cc2s1 | -5 | -1 | -10 | 7 | 99 | 1.9 | 7 | -0.3 | 4 | -7
O=C(CCC(=O)c1ccccc1)Nc1cccnc1 | 3 | 2 | 0 | 3 | 87 | -2.2 | 2 | -0.1 | · | ·
O=C(OCC(=O)N1CCN(c2ccccc2)CC1)c1cc(Br)ccc1Cl | 0 | -7 | 7 | -3 | 102 | -0.5 | 6 | 0.0 | 0 | -5
N#CC(=C(c1ccccc1)c1ccccc1)c1ccccc1 | -4 | -11 | 3 | 1 | 92 | -2.0 | -19 | 0.1 | -1 | -6
CCN(CC)C(=O)COc1cccc2ccccc12 | 0 | -4 | 1 | 18 | 100 | 0.1 | -4 | 0.0 | 3 | -4
CCOC(=O)[C@]12CCC=C1N(Cc1ccco1)C(=O)[C@H](CC(=O)N1CCOCC1)C2 | · | · | -1 | · | 104 | · | · | -0.2 | · | -10
CCOC(=O)c1ccc(NC(=O)CSc2nc3sc(C(=O)O)c(C)c3c(=O)[nH]2)cc1 | 0 | 0 | -1 | 19 | 99 | 2.0 | 3 | 0.6 | -8 | -3
Cn1cnnc1SCC(=O)c1ccc2c(c1)OCCO2 | 5 | 3 | 1 | -3 | 106 | -0.5 | 5 | 0.0 | 29 | -6
CC(NC(=O)CSc1n[nH]c(=O)[nH]c1=O)C1CC2CCC1C2 (stereo unspecified) | 1 | 1 | 1 | 10 | 100 | -0.8 | -1 | -0.2 | -1 | -2
CC(=O)N/N=C/c1cc2c(cc1[N+](=O)[O-])OCO2 | 2 | -1 | 1 | -3 | 94 | -3.4 | 1 | -0.3 | -1 | -5
O=C(c1ccccc1)N1CCN(C(=O)c2ccncc2)CC1 | 1 | -3 | -4 | 2 | 98 | -1.0 | -1 | -0.1 | 22 | -4
CN(c1ccccc1)S(=O)(=O)c1cccc(NC(=O)C2=NN(c3ccccc3)C(=O)CC2)c1 | -5 | -5 | 6 | 9 | 95 | -1.4 | 9 | 0.4 | -4 | -6
Cc1cc(C)n(CCCNC(=O)C2CC(=O)N(Cc3ccccc3)C2)n1 (stereo unspecified) | 0 | 0 | -9 | 1 | 95 | -0.3 | 1 | -0.1 | 11 | -11
Cc1ccc2nc(Nc3ccc(Cl)cc3)c3nncn3c2c1 | 2 | 3 | 6 | -11 | 101 | 0.7 | -8 | 0.1 | -3 | -7
c1ccc(CNCCN2CCNCC2)nc1 | 1 | -4 | 1 | 7 | 101 | -1.3 | 0 | -0.3 | 3 | -4
COc1c(C)cc(C(O)c2ncc(-c3ccc(Cl)cc3)[nH]2)cc1C (stereo unspecified) | -1 | -6 | 6 | 5 | 92 | -1.1 | 3 | 0.5 | -7 | -5
COc1ccc2c(c1)C1=NN(/C(C)=C/C(C)=O)C(c3cccc(F)c3)C1CC2 (stereo unspecified) | 0 | 4 | -4 | 11 | 101 | 1.5 | 23 | -0.3 | -9 | -7
O=C(O)c1cc2cc(OCc3ccccc3)ccc2[nH]1 | 1 | 7 | 7 | 16 | 101 | -1.3 | -3 | 0.1 | 8 | -7
COC(=O)/C(=C/c1ccccc1)NC(=O)c1ccco1 | 0 | 11 | 0 | 7 | 97 | -1.9 | -2 | -0.3 | 0 | -5
